High-throughput results as filed in PubChem BioAssay.
PhoP inhibition – PhoP-dependent GFP reporter repression – Salmonella Typhimurium, primary screen (AID 1863); S. Typhimurium PhoP-regulated promoter GFP reporter, 4 h; higher % means a stronger effect; one-dose inhibition, % at 50 µM; IC50 in µM for titrated hits; 300,000 tested, 0.16% active;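 active means inhibition over 29.93%, a cutoff 3 SD above the screen mean, later confirmed by dose response; inconclusive means inhibition over 29.93% but no dose response follow-up; inactive means inhibition at most 29.93% or unconfirmed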;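 further: 0% = low Mg2+ inducing control and 100% = high Mg2+ repressing control; strong numbers were not always called active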
KOR beta-arrestin-1 – KOR antagonists, beta-arrestin recruitment, cell-based, luminescence, uHTS (AID 1778); KOR beta-arrestin recruitment, luminescence, antagonist mode; higher % means a stronger effect; inhibition, % at 10 µM, or IC50 in µM where a hit was titrated; 290,000 tested, 0.091% active; in the data active means inhibition above about 50%; further: strong numbers were not always called active
KOR beta-arrestin-2 – KOR agonists, beta-arrestin recruitment, primary screen, cell-based, luminescence, uHTS (AID 1777) | KOR beta-arrestin recruitment, luminescence; higher % means a stronger effect | activation, % at 10 µM, or EC50 in µM where a hit was titrated | 280,000 tested, 0.02% active; in the data active means activation above about 50%, passing the limit was not always enough; further: a part of the inactive calls stands beside numbers as strong as those of hits
GPR55 antagonists – inhibition of LPI-stimulated GPR55 beta-arrestin translocation – imaging, U2OS, beta-arrestin-GFP, LPI agonist, primary screen (AID 2013). inhibition, % at 10 µM, or IC50 in µM where a hit was titrated. 290,000 tested, 0.13% active. U2OS GPR55 beta-arrestin-GFP translocation imaging, LPI antagonism; higher % means a stronger effect;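 active means spots per cell inhibited over 60%, with over 100 cells counted and total cytoplasm intensity under 500,000; inconclusive means wells with under 100 cells, flagged as likely toxic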;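 further: U2OS cells stably carrying GPR55 and arrestin-GFP stimulated by 5 µM LPI near EC80; imaged beta-arrestin-GFP aggregate spots per cell after agonist stimulation; plate controls were LPI-stimulated DMSO wells for no effect and DMSO wells without LPI for full effect; some results filed as inactive read as strong as hits; confirmed hits need IC50 under 10 µM and bright autofluorescent wells are also inconclusive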
GPR55 activation – selective activators of receptor GPR55 – imaging, U2OS cells, beta-arrestin-GFP redistribution, primary screen (AID 1961); U2OS GPR55 beta-arrestin-GFP redistribution imaging; higher % means a stronger effect; 290,000 tested, 0.048% active; activation, % at 10 µM; hits with a dose series show EC50 in µM;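 active means activation above 40% with more than 50 cells counted in the well; inconclusive means wells holding fewer than 50 cells, flagged as toxic or sparse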;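 further: U2OS osteosarcoma cells stably expressing GPR55 and beta-arrestin-GFP; plate controls were DMSO negative control for no effect and LPI positive control for full effect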
West Nile antiviral – West Nile virus antiviral activity, cell-based, CPE readout (AID 1621); West Nile virus-infected cells, CPE inhibition; higher % means a stronger effect; CPE inhibition, % at 10 µM; hits with a dose series show IC50 in µM; 290,000 tested, 0.02% active; in the data active means a potency from the dose series; inconclusive means CPE inhibition mostly from about 3.7% at the one dose, without a potency; inactive means the rest, 99 in 100 with CPE inhibition below about 2.2%; further: strong numbers were not always called active
T cell modulator – modulates CD8 T cell binding to vesicles; 330,000 tested, 0.068% active; calls only at 7 µM; 2C CD8+ T cell-vesicle binding, flow cytometry; hits give low values;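 active means response, share of CD8 T cells binding vesicles, and their 90th percentile fluorescence all below set limits, cut at about 80% in these data, passing the limit was not always enough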
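Assay system: 2C TCR transgenic mouse naive CD8+ T cells, MACS-purified | Read-out: CD8+ gate FL2 mean fluorescence as % of same-row positive control | Signal: High-throughput flow cytometry with anti-B7-1 and anti-CD8 staining | Timing: Binding step 1.5 h, 37 °C, antibody labelling 20 min, ice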
NTR1 agonist – agonists of NTR1, primary screen, imaging, U2OS cells, beta-arrestin-GFP, high content (AID 493036); NTR1-U2OS beta-arrestin-GFP spot imaging, agonist mode; P30989; 330,000 tested, 0.17% active; activation, % at 20 µM;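 active means activation at or above 40% of the spot to cytoplasm intensity ratio, with at least 20 cells analyzed; inconclusive means wells under 20 cells, flagged as cytotoxic or low count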;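 further: 0% = DMSO without peptide and 100% = 100 nM NTR1 peptide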
Target sequence (P30989 whole entry, looked up): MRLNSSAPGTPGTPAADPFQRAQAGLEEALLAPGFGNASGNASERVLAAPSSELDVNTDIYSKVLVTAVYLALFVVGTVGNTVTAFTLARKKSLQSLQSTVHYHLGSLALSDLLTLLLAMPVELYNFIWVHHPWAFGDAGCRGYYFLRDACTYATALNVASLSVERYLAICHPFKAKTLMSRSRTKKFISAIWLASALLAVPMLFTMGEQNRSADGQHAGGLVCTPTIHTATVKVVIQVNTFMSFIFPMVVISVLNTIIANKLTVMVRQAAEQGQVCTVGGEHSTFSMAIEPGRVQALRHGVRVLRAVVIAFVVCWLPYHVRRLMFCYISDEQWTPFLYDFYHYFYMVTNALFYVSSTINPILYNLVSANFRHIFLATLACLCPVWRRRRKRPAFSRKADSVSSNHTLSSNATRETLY
GPR35 arrestin U2OS – GPR35 antagonists blocking zaprinast-driven arrestin recruitment, primary screen, imaging, U2OS, beta-arrestin-GFP, zaprinast agonist (AID 2058); 290,000 tested, 0.052% active; U2OS GPR35 beta-arrestin-GFP translocation imaging, zaprinast antagonism; higher % means a stronger effect; inhibition, % at 10 µM; hits with a dose series show IC50 in µM;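 active means inhibition of at least 50% with at least 30 cells and total cytoplasm GFP at most 10,000,000; inconclusive means under 30 cells or total GFP of 10,000,000 plus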
T cell modulator vesicle-bound % – further read-out of T cell modulator, marked with its call; double positive events, %; measured here: CD8+ vesicle-bound cell fraction;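 binding gate set so that unloaded-vesicle control wells show 10% double positive cells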
NTR1 agonist cell count 20 µM – also measured in NTR1 agonist; calls as there; cell count; measured here: cell count, cytotoxicity flag
The depositor's hits bear a star; i = inactive; ? = inconclusive; . = not tested or not shown; [ ] = dose if it differs, or a comment.

SMILES	PhoP inhibition	KOR beta-arrestin-1	KOR beta-arrestin-2	GPR55 antagonists	GPR55 activation	West Nile antiviral	T cell modulator	T cell modulator vesicle-bound %	NTR1 agonist	NTR1 agonist cell count 20 µM	GPR35 arrestin U2OS
CC(=O)Nc1cccc(C(=O)N2CCC(n3nccc3NC(=O)CC(C)C)CC2)c1	-3%	-6%	1.0%	4%	-0.2%	0.0%	i	62	-1.2	47	10%
CCCOc1ccc(C(=O)CCN2CCN(C(=O)OCC)CC2)cc1	15%	4%	1.5%	7%	0.0%	-0.8%	.	.	.	.	-13%
COc1cccc(NC(=O)CN2C(=O)COc3ccc(C)cc32)c1	-10%	-53%[20 µM]	0.7%	-9%	-0.3%	-0.7%	i	60	0.2	50	-8%
O=C(CSCc1c(Cl)cccc1Cl)Nc1ccc2c(c1)OCO2	3%	-41%	2.7%	19%	-0.1%	-0.1%	i	47	-1.8	52	-11%
COc1cc(NC(=O)CN(c2ccc(C)cc2)S(=O)(=O)c2c(C)nn(C)c2C)cc(OC)c1	9%	-13%	-2.6%	1%	-0.4%	-0.6%	i	27	3.0	86	14%
CC(=O)Nc1nc(C)nc(-c2ccccc2OC(C)=O)n1	0%	-19%	-1.3%	6%	-0.2%	0.4%	i	27	1.4	49	13%
CCCn1ncc(C(=O)N(C)C2CCCN(Cc3ccccc3F)C2)c1C (centres undefined)	-6%	-31%	2.5%	-2%	-0.1%	-0.6%	i	58	-2.2	53	16%
Nc1nnc(CCN2C(=O)CSC2=O)s1	-11%	19%	3.4%	7%	-0.1%	0.5%	i	54	0.6	77	2%
CC1(CC(=O)N/N=C/c2cc([N+](=O)[O-])c(O)cc2O)OCCO1	17%	-17%	0.0%	-6%	-0.6%	0.2%	i	53	-0.9	50	-1%
Cc1ccc(C(=O)NCc2ccco2)cc1S(=O)(=O)N1CCCC1	-6%	-5%	11%	0%	-0.1%	-0.3%	i	48	0.4	74	7%
CCCCCC(=O)NC(=S)NNC(=O)CC	21%	-2%	-7.0%	-12%	-0.2%	-0.4%	i	36	-0.9	64	20%
Cc1ccc(S(=O)(=O)NCCNC(=O)c2ccccc2)cc1	0%	-23%	7.5%	10%	-0.1%	0.4%	i	14	0.4	58	16%

5 compounds out of the list above, arranged by the value under KOR beta-arrestin-1, rising:
canonical_smiles | KOR beta-arrestin-1
CCCn1ncc(C(=O)N(C)C2CCCN(Cc3ccccc3F)C2)c1C (centres undefined) | -31%
Cc1ccc(S(=O)(=O)NCCNC(=O)c2ccccc2)cc1 | -23%
CC(=O)Nc1cccc(C(=O)N2CCC(n3nccc3NC(=O)CC(C)C)CC2)c1 | -6%
Cc1ccc(C(=O)NCc2ccco2)cc1S(=O)(=O)N1CCCC1 | -5%
Nc1nnc(CCN2C(=O)CSC2=O)s1 | 19%

The list continues:
SMILES	PhoP inhibition	KOR beta-arrestin-1	KOR beta-arrestin-2	GPR55 antagonists	GPR55 activation	West Nile antiviral	T cell modulator	T cell modulator vesicle-bound %	NTR1 agonist	NTR1 agonist cell count 20 µM	GPR35 arrestin U2OS
C=C1CC2C=C(NC(C)=O)CC(C1)C2 (centres undefined)	20%	6%	-9.1%	3%	0.8%	0.3%	i	58	3.5	50	7%
COc1ccccc1NC(=O)CNc1ccc(F)c(Cl)c1	7%	-10%	-5.8%	-9%	-0.2%	-0.2%	i	41	0.5	55	-5%
Cc1ccnc(NC(=O)/C=C/c2cccs2)c1	-5%	2%	-1.7%	-10%	0.3%	.	i	51	-1.6	59	-2%
CCO[C@H]1OC(C(=O)NC2CC2)=C[C@@H](c2csc3ccccc23)[C@@H]1CCCO	8%	6%	2.8%	4%	-0.2%	-0.5%	i	41	-0.5	68	-5%
O=C(CNC(=O)c1ccco1)NCC(=O)OC(C(=O)c1ccccc1)c1ccc(Cl)cc1 (centres undefined)	-10%	2%	-2.9%	5%	-0.2%	-1.1%	i	18	-1.7	68	-9%
O=C(NCc1nnc2c3ccccc3c(-c3ccccc3)nn12)c1ccc(Cl)cc1	5%	38%	-4.5%	12%	1.3%	-0.9%	i	61	3.5	93	13%
CCN1CCN(C(=O)C(C)Nc2cc(Cl)c(OC)cc2OC)CC1 (centres undefined)	-6%	-9%	1.7%	4%	0.0%	-0.2%	i	43	1.8	47	-6%
CCOc1cc(/C=C2\SC(=N)N(c3nonc3N)C2=O)ccc1OCC(N)=O	-13%	-23%	-6.6%	4%	-0.2%	0.2%	i	48	0.0	44	4%
O=C(CNC(=O)c1ccco1)Nc1ccc(Br)cc1	8%	2%	0.8%	-8%	-0.2%	0.2%	i	24	1.7	90	15%
COc1cc(CCC(=O)OCC(=O)Nc2ccccc2OC(F)F)cc(OC)c1OC	3%	-27%	-5.6%	6%	-0.2%	-0.3%	i	67	1.5	50	-13%
O=C(CSc1ccccc1)Nc1nnc(C2CC2)s1	-2%	-16%	5.0%	-16%	-0.1%	0.0%	i	48	0.1	45	-4%
O=C(c1ccc(Cl)cc1)C(Cn1cncn1)C(Sc1ccccc1)c1ccccc1 (centres undefined)	4%	11%	0.5%	-4%	0.2%	?	i	60	8.3	49	7%
Cc1cc(C)c(NC(=O)C2CC(=O)N(c3ccc4c(c3)OCCO4)C2)c(C)c1 (centres undefined)	20%	.	-6.6%	-2%	-0.2%	-0.8%	i	30	0.4	80	6%
O=c1cc(-c2ccccc2)[nH]c2ccccc12	4%	-73%	1.1%	-17%	0.2%	-0.2%	i	5	-2.0	84	0%
CC(=O)c1ccccc1NC(=O)CN1C(=O)CS/C1=C\c1nc(-c2ccc(C)cc2)cs1	6%	-40%[20 µM]	-2.4%	14%	-0.1%	0.1%	i	47	-0.7	46	-3%
COc1ccc(/C=N/NC(=O)c2cccc([N+](=O)[O-])c2)c2ccccc12	-11%	-46%	5.0%	0%	0.0%	-0.6%	i	7	14	86	-15%
CC(C)n1c(SC2CCOC2=O)nc2ccccc21 (centres undefined)	-8%	-7%	-3.6%	3%	-0.2%	.	i	55	1.2	60	13%
Cc1ccccc1OCCNC(=O)CNC(=O)c1ccccc1O	-8%	-4%	0.8%	-4%	0.0%	-0.1%	i	56	1.0	64	-7%
Cc1nc2ccc(C(=O)N3CCN(c4ccccc4)CC3)cc2s1	-1%	2%	-2.7%	-6%	0.4%	-0.2%	i	43	-0.7	70	18%
Cn1cc(C(=O)NC2CCCCC2)c(=O)c2cc(S(=O)(=O)N3CCCC3)ccc21	-3%	24%	-3.4%	11%	-0.4%	-0.4%	i	29	0.1	80	-5%
CCOc1cc(/C=C2\C(=O)N(c3ccc(C(N)=O)cc3)N=C2C)ccc1OC(=O)c1cccs1	2%	-14%	0.3%	12%	0.3%	0.0%	i	61	1.0	38	14%
Cc1ccc(-n2nnnc2SCC(=O)NC(=O)Nc2ccc3c(c2)OCCO3)cc1	1%	-21%	6.0%	-17%	-0.3%	0.0%	i	22	3.7	58	18%
COc1ccc(CNC(=O)C2CCN(c3nc(-c4ccccc4)nc4c3CCC4)CC2)cc1	2%	0%	-0.5%	14%	-0.2%	-0.4%	i	6	4.0	59	-4%
Cc1ccc(Nc2nnc(SCC(=O)c3ccc(Br)s3)s2)c(C)c1	-17%	12%	2.6%	0%	-0.4%	-0.5%	i	53	3.2	61	-14%
Cc1ccc(S(=O)(=O)Nc2cccc3c2CCCC3)cc1	11%	25%	5.5%	4%	0.5%	-2.2%	i	46	0.8	54	9%
Cc1ccc(S(=O)(=O)Nc2ccccc2N2CCOCC2)cc1	-8%	21%	-1.8%	16%	-0.1%	-0.5%	i	11	-0.5	61	-5%
CC(c1n[nH]c(=S)n1-c1ccccc1)N1CCCCC1 (centres undefined)	0%	-1%	-5.8%	8%	-0.1%	0.2%	i	38	0.8	63	-9%
COc1cc(C(N)=O)cc(Cl)c1OC	6%	13%	-3.6%	2%	0.7%	-0.2%	i	56	2.6	43	-3%
Cc1ccc(NS(=O)(=O)c2ccc3c(c2)NC(=O)CCS3)c(Cl)c1	-2%	25%	0.4%	-2%	-0.2%	-0.5%	i	32	2.0	64	-9%
COCCN(Cc1cc2cc(C)c(C)cc2nc1Cl)C(=O)N1CCOCC1	8%	22%	-1.9%	-2%	-0.4%	-1.1%	i	21	0.3	47	-9%
CC(C)CN(CCNC(=O)CN1C(=O)COc2ccc(S(=O)(=O)N3CCOCC3)cc21)CC(C)C	-6%	-11%	0.0%	1%	-0.4%	-0.5%	i	28	-0.5	66	-6%
COc1cc(NC(=O)C2CC(c3ccc(Cl)cc3)=NO2)cc(OC)c1OC (centres undefined)	-2%	-29%[20 µM]	3.2%	-8%	-0.1%	-2.6%	i	43	0.8	63	-6%
CS(=O)(=O)N(CC(=O)NCc1ccccc1Cl)Cc1ccccc1	1%	2%	4.4%	-2%	0.6%	-0.5%	i	20	-1.5	51	-6%
CN(C)S(=O)(=O)c1ccc2c(c1)nc(CCC(=O)Nc1ccc(N3CCOCC3)cc1)n2C	-2%	-50%[20 µM]	-1.1%	-6%	-0.1%	-0.4%	.	.	2.9	69	2%
O=C(Nc1ccon1)c1cccc(C(F)(F)F)c1	-1%	44%	1.9%	0%	-0.1%	0.0%	i	49	-1.3	62	6%
COc1ccc(CCNC(=O)C23CCC(C)(C(=O)O2)C3(C)C)cc1OC (centres undefined)	-3%	-4%[20 µM]	-0.7%	-4%	-0.1%	-0.5%	i	13	1.5	55	-10%
COc1cccc2c1OCC(C(=O)Nc1nccs1)=C2	15%	-39%	-1.5%	3%	0.0%	-0.1%	i	22	2.0	91	7%

Whole records, looked up by structure. Values in the order: PhoP inhibition, KOR beta-arrestin-1, KOR beta-arrestin-2, GPR55 antagonists, GPR55 activation, West Nile antiviral, T cell modulator, T cell modulator vesicle-bound %, NTR1 agonist, NTR1 agonist cell count 20 µM, GPR35 arrestin U2OS
Record of CC(c1n[nH]c(=S)n1-c1ccccc1)N1CCCCC1 (centres undefined) = 0%, -1%, -5.8%, 8%, -0.1%, 0.2%, i, 38, 0.8, 63, -9%
Record of Cc1ccc(S(=O)(=O)Nc2ccccc2N2CCOCC2)cc1 = -8%, 21%, -1.8%, 16%, -0.1%, -0.5%, i, 11, -0.5, 61, -5%
